M18AAP inhibitor: PfM18AAP enzyme inhibition; inhibition, % at 7.35 µM; recombinant PfM18AAP, H-Glu-NHMec fluorogenic cleavage; 290,000 tested, 1.2% active;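 active = inhibition above the campaign mean inhibition over all tested compounds plus 3 SD, cut at about 28% in these data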;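 also: 0% = plate median of test compound wells and 100% = 2 mM ZnCl2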
OXTR potentiate: human OXTR potentiation | CHO-OTR cells, Fluo-8 calcium fluorescence, potentiator mode; 0% = oxytocin EC15, 100% = EC100 | activation, % at 3 µM | 320,000 tested, 0.061% active;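 active = activation above that plate's cutoff, the mean activation of tested compounds plus 3 SD, cut at about 6.6% in these data, passing the limit was not always enough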;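 also: 100% uses oxytocin at 75 nM as the full agonist control; some results filed as inactive read as strong as hits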
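System: human OTR in CHO cells; Also added: sub-maximal oxytocin, roughly EC15; Timing: compound 6 min at room temperature before oxytocin, 100 s read; Technique: Fluo-8 intracellular calcium fluorescence, ex 470-495, em 515-575 nm; Controls: oxytocin EC15 low and EC100 high; Replication: singlicate.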
OXTR ag: human OXTR agonism; P30559; CHO-OTR cells, Fluo-8 calcium fluorescence; normalized: DMSO 0%, oxytocin 100%; 320,000 tested, 0.32% active; activation, % at 3 µM; AID 2435;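 active = activation above the mean of all tested compounds plus 3 SD, cutoff set per screening run, cut at about 20% in these data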;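 also: peak over basal fluorescence ratio from a 100 s FLIPR kinetic read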
MEKK2 WT-MEK5: raises or lowers MEK5 binding to wildtype human MEKK2 PB1 domain. Q9Y2U5. bead flow cytometry, Alexa488-MEK5 binding to MEKK2 WT; actives lie on both sides. binding response (% of control), % at 10 µM. 290,000 tested, 1.1% active; in the data active = binding response below about 67% or above about 130%
NALP1 inh: blocks the NALP1 inflammasome reconstituted in yeast. S. cerevisiae NALP1/ASC/caspase-1 growth, X-gal OD620, 72 h. 280,000 tested, 0.61% active. AID 2071. inhibition, % at 10 µM; in the data active = inhibition mostly above about 24%, no sharp cut-off; inactive = mostly below about 32%; also: some compounds called inactive have numbers as strong as hits
GPR7 antag: blocks human GPR7 receptor signaling | P48145 | GPR7-expressing cells, fluorescence antagonist assay | inhibition, % at 4.4 µM | 290,000 tested, 1.1% active; in the data active = inhibition above about 16%, passing the limit was not always enough;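 also: cells stimulated with the agonist NPW; 0% = agonist with vehicle and 100% = vehicle without agonist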
Target sequence (P48145 whole entry, looked up): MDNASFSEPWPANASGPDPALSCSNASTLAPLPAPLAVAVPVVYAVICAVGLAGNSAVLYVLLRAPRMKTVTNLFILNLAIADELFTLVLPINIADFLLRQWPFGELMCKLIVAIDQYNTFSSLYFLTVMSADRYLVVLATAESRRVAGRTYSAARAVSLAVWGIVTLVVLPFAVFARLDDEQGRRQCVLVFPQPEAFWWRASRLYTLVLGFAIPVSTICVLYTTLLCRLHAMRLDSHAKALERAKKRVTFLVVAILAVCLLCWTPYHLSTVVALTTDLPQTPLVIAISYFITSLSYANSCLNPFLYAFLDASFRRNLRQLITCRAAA
MEKK2mut PB1 HTS: signal of MEK5 binding to mutant human MEKK2 PB1 domain | percent response, % at 10 µM | bead flow cytometry, Alexa488-MEK5 binding to MEKK2 mutant | 290,000 tested, 0.35% active; in the data active = percent response above about 24%, passing the limit was not always enough; also: inactives centre near 1; some results filed as inactive read as strong as hits
V1R ag counter: V1a receptor agonism, counter-screen for OXTR agonists | AID 2797 | CHO-V1R cells, Fluo-8 calcium fluorescence, agonist mode; 0% DMSO, 100% 3 nM vasopressin | activation, % at 3 µM | 320,000 tested, 0.25% active;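 active = activation above the mean activation of all tested compounds plus 3 SD, per screening run, cut at about 20% in these data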;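 also: signal is peak over basal fluorescence ratio across a 100 second FLIPR read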
GalR3 antagonist: antagonists of human GalR3 | HEK293 GalR3-CNG cAMP membrane potential fluorescence; galR3 body fused to GalR1 C-terminus | 360,000 tested, 0.44% active | inhibition, % at 3 µM | O60755 | AID 651719;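 active = inhibition above the screen-wide average plus 3 SD, cut at about 13% in these data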;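 also: forskolin and galanin both at EC90 stimulate the cells; cAMP rise reported by CNG channel membrane potential dye signal; 0% = forskolin plus galanin with DMSO and 100% = forskolin alone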
Target sequence (O60755 1-299 limits assumed): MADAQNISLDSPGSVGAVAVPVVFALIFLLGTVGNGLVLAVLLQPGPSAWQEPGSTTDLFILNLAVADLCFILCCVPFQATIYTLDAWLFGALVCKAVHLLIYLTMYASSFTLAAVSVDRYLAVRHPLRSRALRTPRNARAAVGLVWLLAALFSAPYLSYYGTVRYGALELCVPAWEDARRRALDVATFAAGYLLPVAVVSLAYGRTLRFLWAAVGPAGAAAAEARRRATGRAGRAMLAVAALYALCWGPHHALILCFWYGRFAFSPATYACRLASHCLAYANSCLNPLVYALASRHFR
Starred values were filed as active, the others as inactive; / = no result given.

SMILES	M18AAP inhibitor	OXTR potentiate	OXTR ag	MEKK2 WT-MEK5	NALP1 inh	GPR7 antag	MEKK2mut PB1 HTS	V1R ag counter	GalR3 antagonist
C=C1CC2C3CC[C@@]4(OCOC45COCO5)[C@@]3(C)C(O)CC2[C@@]2(C)CCC(=O)C=C12 (some centres not stated)	-11	-2	5.5	95	43	-5	-3	5.6	-2
O=C(Nc1ccc(Cl)cn1)c1cccc2c(Br)cccc12	-4	-23	-1.9	105	16	5	-3	0.8	-13
O=C(CNC(=O)c1ccccc1F)NCCOc1cccc(Cl)c1Cl	-9	3	0.8	96	24	1	-2	-0.1	-10
COc1cccc(C(=O)NCC2(c3ccccc3)CCCC2)c1	5	-6	-2.8	99	-17	-14	0	-1.7	0
N#Cc1c(SCC(N)=O)nc2c(c1-c1ccc(O)cc1)CCCC2	-2	-2	2.4	95	-1	-6	-8	1.7	-1
COC(=O)CC1C(=O)NCCN1C(=O)CSc1nc2ccccc2c(=O)n1CC(C)C (configuration not stated)	2	0	-0.5	95	34*	-14	-1	0.1	-3
Cc1cc(C)n(-c2nc(SCC(=O)O)c3c4c(sc3n2)CCCC4)n1	1	-1	-0.2	94	-13	-5	-4	-0.5	/
O=C(O)c1cc(N/N=C2/CC(c3ccccc3)Oc3ccccc32)ccc1Cl (configuration not stated)	24	1	-1.5	102	-3	-6	-2	0.1	-9
CC1(NC(=O)Cn2cc(C(F)(F)F)ccc2=O)CCS(=O)(=O)C1 (configuration not stated)	/	-8	0.1	/	/	/	/	0.9	2
O=C(NCCc1csc(-c2ccccc2)n1)c1c(F)cccc1F	5	-6	1.1	99	18	4	6	4.1	/
Cc1ccc(OCCCC(=O)Nc2nccs2)cc1	-2	-8	-0.3	98	8	5	5	-1.0	-4
Cc1ccc(CSc2nc3ccccc3c(=O)n2CCCC(=O)NCc2ccco2)cc1	-2	2	0.0	90	8	6	-6	0.5	-6
Cc1nc2nc(SCC(=O)c3ccccc3)[nH]c2cc1Br	-1	-7	-0.4	95	/	-18	-2	-0.3	-3
Cn1ncc(N=Cc2ccccc2O)c1C(=O)N1CCOCC1	-5	-6	-0.8	/	4	-16	/	0.5	0
CC(=O)c1ccc(NC(=S)Nc2ccc(N3CCOCC3)cc2)cc1	18	-3	0.2	98	2	-4	0	-0.1	2
COn1c(-c2ccc(Cl)cc2Cl)nc2ncccc21	-1	-5	-2.2	114	8	0	0	-0.4	-2
CC(C)(C)N(NC(=O)OCc1ccccc1)C(=O)c1ccccc1Cl	-4	-2	-0.2	101	27	-11	-1	-0.9	-5
CCCCN(C)CCCNC(=O)c1ccc2c(c1)N(CC)C(=O)c1ccccc1S2=O (configuration not stated)	-9	-7	0.2	108	14	-3	5	0.4	-9
Cn1c(-c2sc(=S)n(-c3ccccc3)c2N)nc2ccccc21	0	0	-0.1	97	0	-15	-7	1.4	2
O=C(COC(=O)/C=C/c1cccc(Cl)c1)Nc1ccccc1-c1ccccc1	1	-8	-0.9	89	27	-5	-3	-0.2	/
CC(C)(C)NC(=O)C(c1ccncc1)N(CC1CCCO1)C(=O)Cn1nnc(-c2ccc(F)cc2)n1 (configuration not stated)	-8	-3	-0.5	98	3	3	-5	0.3	-3
COc1ccccc1S(=O)(=O)Cc1ccc(C(=O)N2CCN(c3cccc(Cl)c3)CC2)o1	2	-7	5.4	97	-5	6	-2	7.5	-7
Cc1ccc(NC(=O)CSc2ncnc3ccccc23)cc1S(=O)(=O)N1CCCCCC1	-1	-14	5.1	102	20	24*	3	4.8	96*
Cc1c(C(=O)OCc2nnc(-c3ccccc3)o2)oc2ccccc12	/	-1	1.6	/	/	/	/	1.6	-5
Cc1cc(-c2nnc(SCC(=O)Nc3ccc(C)c(C)c3)n2N)n[nH]1	4	-6	0.0	98	6	-10	0	0.1	5

Next part
SMILES	M18AAP inhibitor	OXTR potentiate	OXTR ag	MEKK2 WT-MEK5	NALP1 inh	GPR7 antag	MEKK2mut PB1 HTS	V1R ag counter	GalR3 antagonist
CC(C)Oc1ccc(S(=O)(=O)N2CCOCC2)cc1NC(=O)CC1OC(=O)c2ccccc21 (configuration not stated)	/	-10	-0.8	/	/	/	/	-1.5	0
CCS(=O)(=O)N1CCN(c2ccccn2)CC1	-2	-7	-0.6	72	13	9	-6	-1.1	-2
O=C(NCc1ccco1)c1ccc2c(=O)n(CC3CCCO3)c(=S)[nH]c2c1 (configuration not stated)	-4	-8	0.3	96	-9	-9	0	-0.5	-2
O=C(NCc1ccccc1)C(c1ccccc1F)N(C(=O)c1csnn1)C1CCCC1 (configuration not stated)	0	0	-1.3	102	-25	-7	5	-0.2	-10
c1ccc2c(Nc3ccc4c(c3)OCCO4)c3c(nc2c1)CCCC3	4	-3	-2.2	114	29*	-1	5	-0.3	-3
Cc1cc(C)nc(NC2=NCCN2C(=S)Nc2c(C)cccc2C)n1	1	-10	-0.8	108	-4	-7	12	0.2	3
O=C(Nc1ccc(Oc2ccc3c(c2)C(=O)N(c2ccc(O)cc2)C3=O)cc1)c1cccs1	-5	1	0.1	104	35	1	11	0.3	-2
C/C(=N\O)c1cccc(Br)c1	-3	-1	-0.6	103	9	-6	3	13	-7
Cc1cc(C(=O)Nc2nc3ccc(Cl)cc3s2)nn1C	-1	4	2.3	101	/	-6	4	0.7	1
CCOC(=O)c1cc(-c2ccccc2)nn1-c1ccccn1	-4	-6	-1.2	100	0	-4	1	-0.1	4
Cc1cccc(OCCNc2ccc([N+](=O)[O-])cn2)c1	-1	-20	-2.4	93	-3	32*	-7	-0.4	-7
COC(=O)c1ccc(CNC(=O)c2cc(COc3cncc(Cl)c3)on2)cc1	-17	-12	3.4	107	12	12	5	12	-5
CC1(C)CC(=O)C(C(c2ccc(Br)cc2)C2C(=O)CC(C)(C)CC2=O)C(=O)C1	-3	-2	-0.6	93	23	-3	-2	-0.1	-9
COC(=O)CN(c1ccc2c(c1)OCCO2)S(=O)(=O)c1ccccc1	-8	-2	-0.1	111	22	-1	13	-0.6	-5
O=C(Nc1nnc(C2CC2)s1)c1n[nH]c(=O)c2ccccc12	4	-4	-0.1	102	-4	-12	-1	1.3	-2
CC(=O)Nc1cccc(NC(=O)c2ccc(C(=O)Nc3cccc(NC(C)=O)c3)nc2)c1	1	-1	-0.8	92	6	-16	-5	0.0	-6
COC(=O)c1cc(C(=O)OCC(=O)N(C)c2ccccc2)cc([N+](=O)[O-])c1	2	-3	-2.2	101	-18	8	3	-0.9	-7
Cc1cc(C(=O)Nc2ccc(Br)cc2)c2ccccc2n1	-3	-24	10	99	14	9	-1	7.3	-9
N#CCOc1coc(CN2CCN(c3cccc(Cl)c3)CC2)cc1=O	-12	-8	0.7	102	-6	-6	1	-0.8	2
COc1cccc(NC(=O)C(=O)N/N=C(\C)CC(=O)Nc2ccc(NC(C)=O)cc2)c1	0	-3	-1.1	102	-4	-6	2	3.6	2
CN(CC(=O)NCCc1ccccc1)S(=O)(=O)c1ccc(Br)s1	-7	-6	1.8	88	13	0	-6	4.5	-8
CCc1cccc(NC(=O)CCS(=O)(=O)c2cccc3nonc23)c1	-1	-9	-0.4	120	-4	-2	4	-0.7	1

Grouped by structure: those above containing four or more nitrogen atoms (13)
SMILES	M18AAP inhibitor	OXTR potentiate	OXTR ag	MEKK2 WT-MEK5	NALP1 inh	GPR7 antag	MEKK2mut PB1 HTS	V1R ag counter	GalR3 antagonist
COC(=O)CC1C(=O)NCCN1C(=O)CSc1nc2ccccc2c(=O)n1CC(C)C (configuration not stated)	2	0	-0.5	95	34*	-14	-1	0.1	-3
Cc1cc(C)n(-c2nc(SCC(=O)O)c3c4c(sc3n2)CCCC4)n1	1	-1	-0.2	94	-13	-5	-4	-0.5	/
Cn1ncc(N=Cc2ccccc2O)c1C(=O)N1CCOCC1	-5	-6	-0.8	/	4	-16	/	0.5	0
Cn1c(-c2sc(=S)n(-c3ccccc3)c2N)nc2ccccc21	0	0	-0.1	97	0	-15	-7	1.4	2
CC(C)(C)NC(=O)C(c1ccncc1)N(CC1CCCO1)C(=O)Cn1nnc(-c2ccc(F)cc2)n1 (configuration not stated)	-8	-3	-0.5	98	3	3	-5	0.3	-3
Cc1ccc(NC(=O)CSc2ncnc3ccccc23)cc1S(=O)(=O)N1CCCCCC1	-1	-14	5.1	102	20	24*	3	4.8	96*
Cc1cc(-c2nnc(SCC(=O)Nc3ccc(C)c(C)c3)n2N)n[nH]1	4	-6	0.0	98	6	-10	0	0.1	5
O=C(NCc1ccccc1)C(c1ccccc1F)N(C(=O)c1csnn1)C1CCCC1 (configuration not stated)	0	0	-1.3	102	-25	-7	5	-0.2	-10
Cc1cc(C)nc(NC2=NCCN2C(=S)Nc2c(C)cccc2C)n1	1	-10	-0.8	108	-4	-7	12	0.2	3
Cc1cc(C(=O)Nc2nc3ccc(Cl)cc3s2)nn1C	-1	4	2.3	101	/	-6	4	0.7	1
O=C(Nc1nnc(C2CC2)s1)c1n[nH]c(=O)c2ccccc12	4	-4	-0.1	102	-4	-12	-1	1.3	-2
CC(=O)Nc1cccc(NC(=O)c2ccc(C(=O)Nc3cccc(NC(C)=O)c3)nc2)c1	1	-1	-0.8	92	6	-16	-5	0.0	-6
COc1cccc(NC(=O)C(=O)N/N=C(\C)CC(=O)Nc2ccc(NC(C)=O)cc2)c1	0	-3	-1.1	102	-4	-6	2	3.6	2

3 structures out of the list, ordered by SMILES length, smallest number first.
SMILES	M18AAP inhibitor	OXTR potentiate	OXTR ag	MEKK2 WT-MEK5	NALP1 inh	GPR7 antag	MEKK2mut PB1 HTS	V1R ag counter	GalR3 antagonist
O=C(Nc1nnc(C2CC2)s1)c1n[nH]c(=O)c2ccccc12	4	-4	-0.1	102	-4	-12	-1	1.3	-2
COC(=O)CN(c1ccc2c(c1)OCCO2)S(=O)(=O)c1ccccc1	-8	-2	-0.1	111	22	-1	13	-0.6	-5
O=C(Nc1ccc(Oc2ccc3c(c2)C(=O)N(c2ccc(O)cc2)C3=O)cc1)c1cccs1	-5	1	0.1	104	35	1	11	0.3	-2
